Compound activity as filed in PubChem.
TbHK1 inh = T. brucei hexokinase 1 inhibition | recombinant TbHK1, G6PDH-coupled NADH A340 | inhibition, % at 10 µM | actives 0.11% (n = 220,000) | AID 1430;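 active = inhibition of 50% or more in the single-dose primary screen; inactive = inhibition below 50%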
PPC-1+TRAIL kill = compounds killing PPC-1 cancer cells with TRAIL present (potentiator screen, no TRAIL-free arm). PPC-1 cells + TRAIL, ATPLite viability luminescence. cell killing (% activity), % at 4 µM. actives 0.41% (n = 220,000). AID 1443;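 active = cell killing above 50% in the first pass at 4 µM, then a duplicate retest at 5 µM averaging 50% or more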;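 also: plate controls were cells with TRAIL plus DMSO for no effect and medium-only wells lacking cells for full effect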
PGE2 EP2 inh = blocks the human prostaglandin E2 receptor EP2; actives 0.52% (n = 260,000); P43116; inhibition, % at 25 µM; C6 glioma cells expressing human EP2, cAMP TR-FRET; cells stimulated with saturating PGE2;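 active = percent inhibition above 40 after rounding to a whole number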;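 also: rat C6 glioma host cells with rolipram phosphodiesterase inhibitor present; the protocol text gives 20 µM as final concentration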
Target sequence (P43116 whole entry, looked up): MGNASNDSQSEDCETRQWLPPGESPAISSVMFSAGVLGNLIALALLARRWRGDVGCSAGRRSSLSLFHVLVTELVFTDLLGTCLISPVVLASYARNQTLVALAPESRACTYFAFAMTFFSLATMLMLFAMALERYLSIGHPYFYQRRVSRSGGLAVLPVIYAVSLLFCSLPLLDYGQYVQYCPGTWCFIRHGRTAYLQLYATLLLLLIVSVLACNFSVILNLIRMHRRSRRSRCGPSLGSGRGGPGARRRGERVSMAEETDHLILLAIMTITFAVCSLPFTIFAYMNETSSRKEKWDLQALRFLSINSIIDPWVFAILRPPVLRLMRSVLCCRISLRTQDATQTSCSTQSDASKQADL
Wee1 degr inh = human Wee1 degradation inhibition, primary screen. HeLa Luc-Wee1K328M stability, luciferase luminescence; 100% = proteasome inhibitor MG132 effect. reporter increase, % at 5 µM. actives 1.2% (n = 220,000);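 active = activation above the mean of all tested compounds plus 3 SD, set per screening run, cut at about 8.8% in these data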;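 also: cells exposed to compound for 20 h before luminescence read; 0% = DMSO alone and 100% = MG132 at 30 µM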
Target sequence (P30291 whole entry K328M): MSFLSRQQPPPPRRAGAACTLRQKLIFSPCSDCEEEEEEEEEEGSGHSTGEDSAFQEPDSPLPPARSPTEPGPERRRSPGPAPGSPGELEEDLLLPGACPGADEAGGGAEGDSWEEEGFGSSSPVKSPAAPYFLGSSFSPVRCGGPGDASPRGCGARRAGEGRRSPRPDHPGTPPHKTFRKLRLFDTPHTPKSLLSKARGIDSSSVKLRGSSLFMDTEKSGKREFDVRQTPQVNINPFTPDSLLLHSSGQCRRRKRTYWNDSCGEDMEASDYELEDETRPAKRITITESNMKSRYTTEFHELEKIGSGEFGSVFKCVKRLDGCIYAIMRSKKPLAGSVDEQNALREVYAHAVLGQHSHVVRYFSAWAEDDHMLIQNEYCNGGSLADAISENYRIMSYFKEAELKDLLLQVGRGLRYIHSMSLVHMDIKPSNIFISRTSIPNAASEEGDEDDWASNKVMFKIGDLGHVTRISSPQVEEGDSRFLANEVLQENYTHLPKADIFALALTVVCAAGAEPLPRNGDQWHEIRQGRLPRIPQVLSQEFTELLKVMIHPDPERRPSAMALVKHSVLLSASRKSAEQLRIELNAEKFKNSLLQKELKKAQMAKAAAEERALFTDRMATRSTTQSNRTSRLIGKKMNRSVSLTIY
TNF death inh = inhibitors of TNF-alpha induced necroptosis in Jurkat FADD-/- cells | AID 463075 | Jurkat FADD-/- TNF necroptosis rescue, ATP luminescence, 24 h; 0 = TNF only, 100 = no-TNF cells | activation (protection from cell death), % at 10 µM | actives 0.068% (n = 220,000);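 active = activation, meaning protection from cell death, of at least 50% relative to plate controls; inactive = activation below 50%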;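 also: necroptosis triggered by 40 ng/mL TNF-alpha added together with compound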
CHOP inh = inhibitors of CHOP induction in ER stress response | AID 2732 | inhibition, % at 10 µM | CHO-K1 CHOP-promoter luciferase, tunicamycin-induced, 15-18 h | actives 3.8% (n = 220,000);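 active = compounds that reduced the stress-induced luciferase reporter signal by more than about 70% of percent inhibition, limit read from the data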;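 also: 0% = tunicamycin plus vehicle and 100% = wells without tunicamycin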
L929 necroptosis = L929 zVAD cell death inhibition; AID 1377; L929 zVAD necroptosis rescue, ATP luminescence, 24 h; with zVAD 60 µM; viability rescue, % at 10 µM; actives 0.38% (n = 220,000);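 active = activation, scaled between plate controls, above about 75%, limit read from the data; inactive = activation under that limit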;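 also: 0% = zVAD with DMSO and 100% = DMSO alone without zVAD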
FXIa inh 1536 = factor XIa (human) inhibition; inhibition, % at 5 µM; P03951; actives 0.14% (n = 220,000); purified FXIa, Boc-Glu-Ala-Arg-AMC fluorogenic substrate; AID 798;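 active = inhibition of at least 40%; inactive = inhibition below 40%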;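 also: fluorescence of freed AMC excited at 355 nm; 0% = enzyme without compound and 100% = no enzyme blank; many of its hits are not listed in these tables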
FXIIa inh 1536 = blocks human coagulation factor XIIa protease activity. P00748. purified FXIIa, Boc-QGR-AMC fluorogenic substrate, 2 h. inhibition, % at 5 µM. actives 0.3% (n = 220,000). AID 800; in the data active = inhibition above about 40%;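 also: 0% = enzyme with no compound and 100% = blank without enzyme; many of its hits are not listed in these tables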
An asterisk follows results filed as active; . = no result given; & = joins results of further samples; [ ] = another dose, or the depositor's remark. Not all compounds are listed. The share of hits here may be higher or lower than overall.

#1 Cc1c(C(=O)NC(=S)Nc2ccccc2N2CCCC2)cccc1[N+](=O)[O-]
#2 Cc1cccc(NC(=O)C2CC(=O)n3cnnc3S2)c1 (stereo not given)
#3 CCOC(=O)C1=NNC2C(=O)N(C3CCCCC3)C(=O)C12 (stereo not given)
#4 Cc1cc(CN(C)C(=O)CC2C(=O)NCCN2Cc2c(F)cccc2Cl)on1 (stereo not given)
#5 COc1ccc(NC(=O)/C(C#N)=C\c2ccc(Br)o2)cc1

assay / compound,1,2,3,4,5
TbHK1 inh,22,-3,3,-9,-27
PPC-1+TRAIL kill,0,-1,2,-10,18
PGE2 EP2 inh,3,19,9,9,4
Wee1 degr inh,2,-4,-2,-1,3
TNF death inh,2.1,-1.0,5.9,3.5,2.7
CHOP inh,52,-39,-1,14,-57
L929 necroptosis,1.0,-0.6,0.3,0.8,-0.3
FXIa inh 1536,7,-9,2,3,-3
FXIIa inh 1536,12,13,-4,4,7

#6 CC1CCCN(C(=O)Cc2ccc(F)cc2)C1 (stereo not given)
#7 Cc1cc2cc(C=O)c(Cl)nc2cc1C
#8 Fc1cccc(Cc2noc(CN3CCN(C4CCc5ccccc5C4)CC3)n2)c1 (stereo not given)
#9 CCOC(=O)c1c(N)sc2c1CCSC2
#10 C=CCN(c1ccc(F)cc1)S(=O)(=O)c1cc(C(=O)OCC(=O)N(C)C2CCS(=O)(=O)C2)ccc1Cl (stereo not given)

assay / compound,6,7,8,9,10
TbHK1 inh,-1,-2,5,-3,-8
PPC-1+TRAIL kill,-8,-4,7,16,4
PGE2 EP2 inh,5,6,2,10,6
Wee1 degr inh,-1,4,-2,2,-1
TNF death inh,3.7,-13,0.3,0.2,-0.2
CHOP inh,12,27,12,-23,-5
L929 necroptosis,0.2,0.0,-0.1,-0.7,-0.6
FXIa inh 1536,13,-3,1,-6,-3
FXIIa inh 1536,17,6,8,2,2

#11 CN(C)CC/C=C1\c2ccccc2COc2ccccc21
#12 COc1cc(C(C#N)N2CCCCC2)ccc1O (stereo not given)
#13 O=C(/C=C/c1ccc(O)cc1)c1ccc(NC2=C(N3CCCCC3)C(=O)c3ccccc3C2=O)cc1
#14 O=c1[nH][nH]c(-c2ccccc2O)c1C(C[N+](=O)[O-])c1cccc(Cl)c1 (stereo not given)
#15 O=c1cc(O)c2ccccc2[nH]1

assay / compound,11,12,13,14,15
TbHK1 inh,-1,-49,-31,37,5
PPC-1+TRAIL kill,9,8,70*[5 µM],14,9
PGE2 EP2 inh,16&19,14,1,5,3
Wee1 degr inh,-4,0,-1,-1,0
TNF death inh,3.0,-5.7,-26,-0.4,0.7
CHOP inh,-5&12,17,44,3,3
L929 necroptosis,-0.6,-0.3,31,0.7,0.9
FXIa inh 1536,4,-2,26,5,27
FXIIa inh 1536,9,8,18,15,24

#16 CN(C1=C(NC(=O)c2ccccc2)C(=O)c2ccccc2C1=O)C1CCS(=O)(=O)C1 (stereo not given)
#17 COc1cccc(C2CC(c3ccc(Br)cc3)=NN2C(=O)c2ccncc2)c1OC (stereo not given)
#18 COc1ccc(CNC(=O)C(c2ccco2)N(C(=O)CNS(=O)(=O)c2ccccc2)c2ccccc2C)cc1 (stereo not given)
#19 C/C(=N/NC(=O)CCC(=O)Nc1cccc(Cl)c1)c1ccc(C)cc1
#20 CCOC(=O)C1CCCN(c2ncnc3c2cnn3-c2ccc(Cl)cc2)C1 (stereo not given)

assay / compound,16,17,18,19,20
TbHK1 inh,19,-10,6,-5,0
PPC-1+TRAIL kill,10,.,10,8,3
PGE2 EP2 inh,44*,8,4,9,7
Wee1 degr inh,3,9.0*,2,-1,0
TNF death inh,-9.7,-3.5,-3.3,-0.4,1.2
CHOP inh,107*,-17,44,7,14
L929 necroptosis,14,1.3,.,-0.3,-0.3
FXIa inh 1536,9,-3,-1,-11,-2
FXIIa inh 1536,16,6,3,1,7

#21 CCC(=O)N/N=c1/sc2ccccc2n1C
#22 Cn1c(CN2CCCC2)nc2cc(NC(=O)COc3ccccc3)ccc21
#23 CS(=O)(=O)NCC(c1ccco1)N1CCN(c2ccc(F)cc2)CC1 (stereo not given)
#24 Cc1cccc2cc(C3CC(c4ccco4)=NN3S(=O)(=O)c3ccccc3)c(Cl)nc12 (stereo not given)
#25 Cn1nc(-c2ccccc2)c(COC(=O)c2cccc(Cl)c2)c1S(=O)(=O)c1ccccc1

assay / compound,21,22,23,24,25
TbHK1 inh,4,-3,5,-4,-6
PPC-1+TRAIL kill,6,4,5,5,6
PGE2 EP2 inh,14,6,4,14,10
Wee1 degr inh,-2,-1,-2,-2,-2
TNF death inh,0.8,-2.0,-2.0,2.9,2.6
CHOP inh,-1,24,6,25,7
L929 necroptosis,3.2,0.6,0.6,0.0,0.5
FXIa inh 1536,-3,0,3,10,1
FXIIa inh 1536,7,13,8,8,12

#26 COc1ccc(C(=O)Nc2nc3ccccc3c(=O)[nH]2)cc1
#27 CCCOc1ccc(C(CC(=O)O)NC(=O)c2sc3ccccc3c2Cl)cc1 (stereo not given)
#28 COc1cc(SC)ccc1C(=O)Nc1ccc(S(=O)(=O)N2CCCC2)cc1
#29 CCOc1cccc(CNc2ccc(O)cc2)c1OCc1ccc(Cl)cc1Cl
#30 CC(=O)c1c(C)n(C)c2ccc(O)cc12

assay / compound,26,27,28,29,30
TbHK1 inh,-14,-5,-14,9,-16
PPC-1+TRAIL kill,11,15,17,-5,-12
PGE2 EP2 inh,6,9,18,.,12
Wee1 degr inh,5,3,4,0,1
TNF death inh,0.7,0.1,3.6,-10,-2.1
CHOP inh,12,5,36,101*,13
L929 necroptosis,0.2,0.6,1.8,1.5,-0.2
FXIa inh 1536,-13,4,-9,-2,17
FXIIa inh 1536,9,12,-16,0,15

#31 Cc1sc2ncnc(NCC3CCCO3)c2c1C (stereo not given)
#32 CC(=O)Nc1sc2c(c1CN1CCN(C)CC1)CCCC2
#33 Cc1cc(C)nc(NC(=O)NS(=O)(=O)Nc2ccc(Br)cn2)n1
#34 CC(=O)c1c(N)c(C#N)c(C)n1-c1ccc(Br)cc1
#35 Cc1ccc(N=CNc2ccc(C)cc2C)c(C)c1

assay / compound,31,32,33,34,35
TbHK1 inh,-2,3,22,-6,3
PPC-1+TRAIL kill,24,5,12,23,-2
PGE2 EP2 inh,10&12,7,7,14,8
Wee1 degr inh,-3,-1,1,-1,3
TNF death inh,-1.3,1.2,1.4,-0.9,-7.3
CHOP inh,27,16,6,14,-6
L929 necroptosis,-0.2,0.4,0.9,-0.6,0.2
FXIa inh 1536,5,6,0,6,2
FXIIa inh 1536,21,19,-4,9,12

#36 CCCNC(=O)c1cc(-c2ccco2)on1
#37 COc1cccc(/C=N/NC(=O)CCn2nnc3ccccc32)c1
#38 CC(CNC(=O)CCc1nnc(CCC2CCCCC2)o1)c1ccccc1 (stereo not given)
#39 Cn1c(C(N)=O)cnc1Sc1ncc(C(F)(F)F)cc1Cl
#40 O=C1CN(C(=O)CN2CCCC2)C(c2ccccc2)c2cc(Br)ccc2N1 (stereo not given)

assay / compound,36,37,38,39,40
TbHK1 inh,-1,1,-9,-4,4
PPC-1+TRAIL kill,32,2,15,18,2
PGE2 EP2 inh,14,5,7,10,3
Wee1 degr inh,1,0,0,-2,0
TNF death inh,-10.0,1.3,0.4,-2.3,8.1
CHOP inh,48,15,11,20,9
L929 necroptosis,0.0,0.4,0.0,-0.1,1.2
FXIa inh 1536,-2,1,-4,6,6
FXIIa inh 1536,5,9,2,14,8

#41 CSc1ccc(/C=C(\NC(=O)c2ccc(C)cc2)C(=O)NN)cc1
#42 O=C(CCC(=O)NNC(=S)Nc1ccccc1)NCc1ccccc1
#43 CCn1c(C(O)c2cccc(OC)c2OC)nc2ccccc21 (stereo not given)
#44 O=C1c2ccccc2C(=O)N1/N=C/c1ccc(O)c(O)c1O
#45 COCCNCCOCCOc1cccc(OC)c1

assay / compound,41,42,43,44,45
TbHK1 inh,-42,0,4,-5,1
PPC-1+TRAIL kill,9,16,16,2,3
PGE2 EP2 inh,9,8,14,5,7
Wee1 degr inh,0,2,-2,1,5
TNF death inh,1.7,0.1,-0.1,-5.6,0.7
CHOP inh,20,39,-5,-7,-20
L929 necroptosis,1.9,1.1,-0.4,-0.5,-0.6
FXIa inh 1536,5,6,-7,23,1
FXIIa inh 1536,7,12,4,31,-3

#46 Cc1ccsc1CN(C)C(=O)CCc1nnc(COc2ccccc2)o1
#47 CC(=O)Nc1ccc2c3c(cccc13)C(=O)N(c1ccccc1)C2=O
#48 Cc1cc(N2CCCC2)nc2ccc(NC(=S)NCCCN3CCC(C)CC3)cc12
#49 Cc1nc(C)c(C(=O)N2CCCC(CCC(=O)NCc3ccc(F)c(F)c3)C2)s1 (stereo not given)
#50 O=C(CCc1ccccc1)Nc1nnc(-c2cccs2)o1

assay / compound,46,47,48,49,50
TbHK1 inh,-2,-14,-9,1,-3
PPC-1+TRAIL kill,.,-3,35,13,4
PGE2 EP2 inh,10,8,4,3,11
Wee1 degr inh,-3,-5,0,5,-2
TNF death inh,-0.2,0.9,-13,0.7,0.2
CHOP inh,-2,25,4,18,9
L929 necroptosis,1.6,0.6,-2.0,-0.2,3.2
FXIa inh 1536,-2,-29,-6,0,22
FXIIa inh 1536,13,-53,2,10,29

#51 CCOC(=O)N1CCC(N(C(=O)Nc2ccc(Cl)c(Cl)c2)C(C)CC)CC1 (stereo not given)
#52 Cc1noc(C)c1COC(=O)CCOc1ccccc1
#53 CC(NC(=O)NC1CCCCC1)c1ccccc1 (stereo not given)
#54 COc1ccc(C2CC(=O)C3=C(C2)Nc2ccccc2N(C(=O)CCC(=O)O)C3c2ccc(F)cc2)cc1 (stereo not given)
#55 CCc1cccc2sc(NC(=O)c3ccc(N4C(=O)CCC4=O)cc3)nc12

assay / compound,51,52,53,54,55
TbHK1 inh,-2,-5,2,-71,10
PPC-1+TRAIL kill,-4,7,10,-11,14
PGE2 EP2 inh,8,4,4,13,.
Wee1 degr inh,2,-3,-4,-1,-3
TNF death inh,-4.3,-2.0,0.6,3.5,1.5
CHOP inh,51,9,25,8,11
L929 necroptosis,0.6,-0.3,0.7,0.5,-0.1
FXIa inh 1536,-15,-3,4,3,-7
FXIIa inh 1536,3,1,5,4,0

#56 COc1ccc(CCNC(=O)CSc2ccccn2)cc1OC
#57 CC(Oc1ccc(/C=N/NC(=O)Cc2cccc3ccccc23)cc1)C(=O)O (stereo not given)
#58 Cc1cnc(NC(=O)c2ccncc2)s1
#59 COC(=O)CCSCC(=O)N1N=C(c2ccc(OC)cc2)CC1c1cccc(OC)c1OC (stereo not given)
#60 CCOC(=O)C1C(=O)NC(N2CCOCC2)=NC1c1ccco1 (stereo not given)
#61 N#CC1=C(N)Oc2n[nH]c(-c3cccs3)c2C1c1cccnc1 (stereo not given)
#62 Cc1ccccc1NC(=O)C1CCN(S(=O)(=O)c2cccs2)CC1

assay / compound,56,57,58,59,60,61,62
TbHK1 inh,-3,-13,-12,-5,0,2,-4
PPC-1+TRAIL kill,5,7,0,6,30,12,18
PGE2 EP2 inh,5,9,13,10,9,11,3
Wee1 degr inh,-1,1,2,-3,0,3,0
TNF death inh,0.0,3.0,2.7,0.5,-1.1,-5.9,-0.4
CHOP inh,-9,4,12,8,34,-1,2
L929 necroptosis,-0.2,0.5,41,2.4,-0.1,-0.6,1.6
FXIa inh 1536,-2,-2,-9,2,-1,5,1
FXIIa inh 1536,2,2,-10,11,13,10,11
